Siah-1 displacement: Siah-1 peptide-binding antagonists, primary screen, biochemical, fluorescence polarization, rhodamine-plectin, uHTS (AID 1817) | Siah-1 / rhodamine-plectin peptide fluorescence polarization; higher % means a stronger effect | displacement, % at 20 µM; hits with a dose series show IC50 in µM | hit rate 0.02% among 290,000;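 active = displacement of at least 50% at 20 µM, with a fluorescence ratio check between 0.3 and a set limit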;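 note: plate controls were Siah plus tracer with DMSO for no effect and tracer alone without Siah for full effect; strong numbers were not always called active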
HIV fusion peptide: cell-free HIV fusion peptide-binding blockers – biochemical, uHTS, fluorescence dequenching, primary screen (AID 1986). cell-free peptide binding, fluorescence dequenching, 30 min; higher % means a stronger effect. inhibition, % at 20 µM; hits with a dose series show IC50 in µM. hit rate 0.3% among 290,000; in the data active = inhibition mostly above about 52%, no sharp cut-off; inactive = mostly below about 76%; note: some results filed as inactive read as strong as hits
SV40 large T antigen: SV40 large T antigen inhibitors, biochemical (AID 1903); hit rate 0.39% among 310,000; SV40 large T antigen ATPase/helicase inhibition assay; higher % means a stronger effect; inhibition, % at 20 µM, or IC50 in µM where a hit was titrated; in the data active = a potency from the dose series; inconclusive = inhibition mostly from about 32% at the one dose, without a potency; inactive = the rest, 99 in 100 with inhibition below about 32%; note: strong numbers were not always called active
Dengue-2 NS5 capping: flavivirus cap methylation enzyme inhibition – biochemical, confirmation dose response, primary screen (AID 588689). hit rate 0.3% among 340,000. one-dose inhibition, % at 25 µM; IC50 in µM for titrated hits. Dengue-2 NS5 methyltransferase capping enzyme assay, biochemical; higher % means a stronger effect; in the data active = a potency from the dose series; inconclusive = inhibition above about 29% without an active follow-up result
XIAP displacement: XIAP antagonists, biochemical, IAP family, fluorescence polarization (AID 1018); displacement, % at 20 µM; hits with a dose series show IC50 in µM; XIAP BIR domain, fluorescence polarization peptide displacement; higher % means a stronger effect; hit rate 0.007% among 200,000; in the data active = displacement above about 50%; note: a part of the inactive calls stands beside numbers as strong as those of hits
LYP inhibition: PTPN22 lymphoid phosphatase activity blockers – biochemical, fluorescence intensity, uHTS (AID 1779); recombinant LYP phosphatase, fluorescence intensity; higher % means a stronger effect; one-dose inhibition, % at 11.5 µM; IC50 in µM for titrated hits; hit rate 0.054% among 290,000; in the data active = inhibition above about 50%;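 note: plate controls were vehicle with enzyme for no effect and no enzyme for full effect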
AID2073: disruptors of CaV2.2 binding to Mint1 – biochemical, HTRF (AID 2073). HTRF protein-protein interaction, Mint1-CaV2.2; higher % means a stronger effect. hit rate 0.19% among 290,000. inhibition, % at 20 µM; hits with a dose series show IC50 in µM; in the data active = inhibition mostly above about 51%, no sharp cut-off; inconclusive = no clear call, values can overlap the other calls; inactive = mostly below about 53%; note: some results filed as inactive read as strong as hits
MgcRacGAP inhibition: MgcRacGAP GTPase-activating activity inhibitors, confirmation, biochemical, ADP Hunter fluorescence. MgcRacGAP-stimulated Rac1 GTP hydrolysis, ADP Hunter fluorescence; higher % means a stronger effect; GST-tagged Rac1 F28L mutant substrate. one-dose inhibition, % at 30 µM; IC50 in µM for titrated hits. hit rate 0.6% among 340,000. AID 624330;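 active = first-screen hits whose inhibition reached a set limit at any dose in the follow-up dose series; inconclusive = inhibition above the set first-screen limit but never retested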;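 note: fluorescence reports GDP produced by GAP-driven GTP hydrolysis; strong numbers were not always called active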
RSV antiviral HEp-2: RSV antiviral activity via CPE protection, HEp-2 cells, primary 10 µM value included (AID 2391) | HEp-2 cells, RSV-induced CPE inhibition; higher % means a stronger effect | CPE inhibition, % at 10 µM, or IC50 in µM where a hit was titrated | hit rate 0.13% among 310,000; in the data active = a potency from the dose series; inconclusive = CPE inhibition mostly from about 23% at the one dose, without a potency; inactive = the rest, 99 in 100 with CPE inhibition below about 21%; note: strong numbers were not always called active
Dengue-2 NS5 capping pilot replicate: recorded beside Dengue-2 NS5 capping, whose call it bears; inhibition, %; measured here: pilot screen replicate inhibition
The depositor's hits bear a star; ? = inconclusive; . = not tested or not shown.

SMILES | Siah-1 displacement | HIV fusion peptide | SV40 large T antigen | Dengue-2 NS5 capping | XIAP displacement | LYP inhibition | AID2073 | MgcRacGAP inhibition | RSV antiviral HEp-2 | others
COc1cc(C2C3=C(CCCC3=O)Nc3[nH]n(-c4ccccc4)c(=O)c32)cc(OC)c1OC (stereo not drawn) | 12% | -0.5% | 28% | 1% | -5.0% | -2% | 5% | 8% | 0.9%
COc1ccc(CC(=O)NCc2ccc(-n3cccc3)cc2)cc1OC | -1% | -1.3% | 5% | -1% | . | -8% | 8% | . | -0.3%
CCN(CC)CCNC(=O)c1nn(-c2ccc(C)cc2)c(=O)c2c1c1ccccc1n2C | -2% | -0.5% | 14% | -6% | 3.5% | 3% | 10% | -1% | -1.4%
Cc1occc1-c1nnc(SCC(=O)NCC2CCCO2)n1C (stereo not drawn) | -1% | 3.2% | 2% | 0% | -0.6% | 2% | 7% | 7% | -0.9%
Cc1cc(C(=O)NNc2ccccc2F)no1 | -4% | -2.2% | 20% | -10% | . | -4% | 3% | 1% | 1.8%
COc1ccc(-c2nnc(CSc3ncnc4sc5c(c34)CCC5)o2)cc1OC | 22% | -1.5% | . | -5% | -4.9% | -2% | 11% | 3% | .
COc1nccnc1NS(=O)(=O)c1ccc(NC(=S)NC(=O)/C=C/c2ccccc2)cc1 | 4% | 1.9% | 6% | 0% | -13% | -4% | -3% | 4% | 0.3%
c1ccc2c(OCCCCN3CCOCC3)cccc2c1 | 3% | 1.0% | 0% | 1% | . | -6% | -5% | 27% | -0.6% | Dengue-2 NS5 capping pilot replicate=1.5
CC(C)CC(CCc1ccccc1)OS(N)(=O)=O (stereo not drawn) | -4% | -1.0% | 5% | -5% | . | -11% | -3% | 10% | -2.1%
COc1ccc(C=C(C(C)=O)C(C)=O)cc1OC | 4% | 0.0% | 16% | -6% | -1.2% | -4% | 7% | 8% | 0.9%
CC[C@@H](C)[C@H](NC(=O)CCc1c(C)c2cc3c4c(oc3c(C)c2oc1=O)CCCC4)C(=O)O | -3% | 16% | 5% | 5% | . | -2% | 45% | -2% | 6.8%
CCOC(=O)N1CCN(CCC(=O)Nc2cc(OC)cc(OC)c2)CC1 | 4% | 0.0% | 3% | 5% | -4.7% | -7% | -4% | 3% | 1.4%
O=C(COC(=O)/C=C/c1cccc([N+](=O)[O-])c1)NCc1ccco1 | 3% | -1.3% | 16% | -9% | -12% | -1% | 22% | 7% | 2.5%
COC(=O)c1ccc(/C=N/N2CCN(Cc3ccc(Cl)cc3)CC2)cc1 | 12% | 0.3% | 10% | . | . | -3% | 10% | . | 1.0%
CCSc1ccccc1C(=O)N1CCN(Cc2ccc3c(c2)OCO3)CC1 | 1% | -0.6% | -2% | 2% | -1.8% | 1% | -41% | 8% | 0.9%
COC(=O)c1ccc(C)c(NC(=O)c2ccc(Cn3cc([N+](=O)[O-])cn3)o2)c1 | 4% | -1.7% | 3% | 1% | -1.8% | 0% | -1% | 6% | 1.1%
O=S(=O)(c1cccs1)N1CCN(CCc2ccccc2)CC1 | 1% | 1.2% | 3% | 4% | . | -12% | 10% | 8% | 18%
O=C(O)c1c2c(nc3ccccc13)/C(=C/c1ccc(O)cc1)CC2 | 84% | 77%* | ? | 17% | -9.9% | 13% | 3.9µM* | ? | 1.0%
COc1ccc(S(=O)(=O)N2CCN(c3ccc4nnc(-c5ccc(F)cc5)n4n3)CC2)cc1 | 0% | 2.8% | 6% | -1% | -25% | 5% | 11% | 17% | 40%
Cc1ccccc1COCCN1CCN(S(=O)(=O)c2ccccc2)CCC1=O | 12% | 0.5% | 9% | -4% | . | -13% | 8% | 12% | -0.3%
CCCC(=O)c1ccc2c(c1)OCCO2 | -4% | -1.5% | 6% | -9% | -1.5% | 2% | -4% | 5% | 2.4%
COc1ccc(/C=N/NC(=O)c2nc(-c3ccccc3)n(-c3ccccc3)n2)c(O)c1 | 12% | 4.0% | 9% | -1% | -5.3% | 3% | 14% | 6% | 6.4%
CCOc1ccccc1NC(=O)c1ccc(OCC)c([N+](=O)[O-])c1 | 3% | -1.2% | 8% | 1% | -1.6% | -7% | -8% | -5% | 2.1%
O=C1C2(CCC13COC(c1ccc(O)cc1)OC3)COC(c1ccc(O)cc1)OC2 (stereo not drawn) | -2% | -2.2% | 7% | -3% | 0.1% | 0% | -3% | 2% | -0.9%
CN(C)N1C(N)=C(C#N)C(c2cccs2)C2=C1CCCC2=O (stereo not drawn) | -2% | 3.7% | 5% | -1% | -4.1% | -8% | 11% | 2% | -0.1%
COc1cccc(CN2CCN(CCCc3ccccc3)C(CCO)C2)c1OC (stereo not drawn) | 4% | 1.1% | 9% | 3% | . | -7% | -3% | 9% | -0.1% | Dengue-2 NS5 capping pilot replicate=-2.1
COc1ccc(C2=C/C(=C\c3cccc(OC(C)=O)c3)C(=O)O2)cc1 | -7% | 8.5% | 5% | -9% | -5.8% | -3% | 13% | 1% | 1.6%
Cc1ccccc1NC(=O)c1sc(Cl)nc1C | 5% | -0.9% | 13% | 3% | -4.5% | -6% | -1% | 11% | 1.8%
Nc1cc(=O)[nH]c(SCC(=O)Nc2ccccc2Sc2ccc(Cl)cc2)n1 | -6% | 1.0% | 4% | -11% | -4.8% | -2% | 0% | 7% | 0.5%
COc1cc(C(=O)Nc2ccc3c(c2)C(=O)c2ccccc2C3=O)cc(OC)c1OC | 0% | 0.3% | 11% | 5% | -6.0% | -4% | 0% | 2% | 2.0%
O=C(CCn1c(=O)oc2ccccc21)Nc1ccc(N2CCOCC2)cc1 | 13% | 0.7% | 7% | -4% | . | -7% | 5% | 3% | 3.3%
O=C(O)c1cc(NS(=O)(=O)c2ccc(NC3CCCCC3)c([N+](=O)[O-])c2)cc(C(=O)O)c1 | 3% | 7.3% | . | 17% | -3.8% | -6% | -9% | 4% | 2.4%
N#C/C(=C\c1ccccc1[N+](=O)[O-])c1nc(C2CC2)cs1 | 1% | 4.9% | 6% | 3% | -5.0% | 6% | -5% | 10% | 7.1%
COc1ccc(NC(=S)N2CCN(S(C)(=O)=O)CC2)cc1 | 6% | -0.2% | 7% | -4% | . | -10% | -16% | 3% | 0.9%
O=C1C(c2ccccc2)NC(=S)N1C1CCCCC1 (stereo not drawn) | -1% | -0.6% | 18% | -11% | . | -10% | -12% | 1% | 2.8%
Cc1ccc(N(CC(O)CN2CCCCC2)S(=O)(=O)c2ccccc2[N+](=O)[O-])cc1 (stereo not drawn) | 2% | 0.0% | 22% | 1% | -7.6% | -10% | 0% | 5% | -1.1%
CCOc1cc(C(=O)OCC(=O)Nc2ccc(Cl)cn2)ccc1OCC(=O)N1CCOCC1 | 11% | -1.4% | -5% | -5% | 2.3% | -10% | 30% | 6% | 0.7%
CSc1nc(C)c(C(=O)Nc2ccccc2)c(C)c1C#N | 0% | -1.1% | -10% | 3% | -4.9% | -1% | -6% | 2% | 1.1%
C/C(=N\NC(=O)Cc1ccccc1)c1ccc(Br)s1 | 7% | 0.1% | 6% | -10% | . | -6% | -1% | 5% | 1.6%
CC(C)(C)SCCNC(=O)CN(c1ccc(F)cc1)S(C)(=O)=O | -4% | -0.9% | 1% | 3% | -5.9% | -19% | -4% | 3% | -0.9%

Entries above containing an NH in an aromatic ring, in the order listed:
SMILES | Siah-1 displacement | HIV fusion peptide | SV40 large T antigen | Dengue-2 NS5 capping | XIAP displacement | LYP inhibition | AID2073 | MgcRacGAP inhibition | RSV antiviral HEp-2 | others
COc1cc(C2C3=C(CCCC3=O)Nc3[nH]n(-c4ccccc4)c(=O)c32)cc(OC)c1OC (stereo not drawn) | 12% | -0.5% | 28% | 1% | -5.0% | -2% | 5% | 8% | 0.9%
Nc1cc(=O)[nH]c(SCC(=O)Nc2ccccc2Sc2ccc(Cl)cc2)n1 | -6% | 1.0% | 4% | -11% | -4.8% | -2% | 0% | 7% | 0.5%

The listing continues.
SMILES | Siah-1 displacement | HIV fusion peptide | SV40 large T antigen | Dengue-2 NS5 capping | XIAP displacement | LYP inhibition | AID2073 | MgcRacGAP inhibition | RSV antiviral HEp-2 | others
CCN(CC)S(=O)(=O)c1ccc(NC2c3ccccc3C(=O)N2c2ccc(C)cn2)cc1 (stereo not drawn) | -1% | 2.9% | 9% | 1% | -2.0% | 7% | -3% | -1% | 2.6%
COc1ccc(CCNC(=O)C(=O)NCC2CCCN2S(=O)(=O)c2cccs2)cc1OC (stereo not drawn) | . | . | 16% | -7% | . | . | . | 2% | -0.2%
Cc1noc(C)c1COC(=O)COc1cccc2c1OC(C)(C)C2 | -1% | 0.5% | 5% | 2% | 0.2% | -11% | 0% | 7% | 0.5%
CN1CCN(C2=Cc3ccc(Cl)cc3Sc3ccc(F)cc32)CC1 | -6% | -1.3% | 11% | 1% | -8.3% | 0% | -2% | 12% | 2.6%
Cc1nn(Cc2ccccc2Cl)c(C)c1NC(=O)/C=C/c1cnn(C)c1 | 2% | -1.6% | 14% | -7% | 2.8% | -12% | -7% | 6% | 1.1%
CC1(C)CCC(=O)N(c2ccc(OC(F)(F)F)cc2)C1=O | -4% | -1.0% | 5% | -4% | . | -7% | 6% | 11% | 0.0%
O=c1cc(O)nc(SCc2ccccc2)n1-c1ccc(F)cc1 | -1% | 1.8% | 3% | -10% | -1.2% | -6% | 37% | 7% | 1.8%
Cc1cc([N+](=O)[O-])ccc1NC(=O)/C=C/c1cccs1 | 4% | 0.8% | -2% | -7% | 0.6% | 2% | 2% | 11% | 3.0%
COc1ccc(CN(C)S(=O)(=O)c2nnc(NC(=O)c3ccc(C)cc3)s2)cc1OC | -6% | 1.7% | -5% | -12% | . | -5% | 31% | 6% | 7.1%
CC(C)(C)N1CC2([N+](=O)[O-])CN(C(C)(C)C)CC([N+](=O)[O-])(C1)C2 | -2% | -0.3% | -7% | -9% | -3.1% | -7% | -2% | 3% | 0.1%
O=C(NNC(=O)c1nn(-c2ccc(F)cc2)ccc1=O)Nc1cccc(Cl)c1 | 4% | -3.1% | 9% | . | . | -3% | 10% | . | 0.7%
COc1ccc2oc(=O)c(C(=O)N3CCN(c4ccccc4)CC3)cc2c1 | -2% | -1.0% | 12% | -1% | -4.0% | -8% | 8% | 7% | 1.4%
COc1ccc(C(O)(CC(C)C)C(CN2CCOCC2)c2ccccc2)cc1 (stereo not drawn) | -2% | 0.9% | 9% | 4% | . | 2% | 3% | 8% | 4.5%
O=C(CN1C(=O)NC2(CCCCCC2)C1=O)c1ccccc1 | 4% | -1.4% | 26% | -7% | . | 2% | 6% | 1% | 2.2%
Cc1c(CC(=O)N[C@@H](CCCNC(N)=O)C(=O)O)c(=O)oc2cc3oc4c(c3cc12)CCCC4 | -6% | 0.9% | 8% | -1% | . | -5% | 35% | 6% | 0.0%
C=CCc1cc(C=O)cc(OCC)c1OCc1ccc(Cl)cc1 | -6% | 2.7% | 17% | -1% | 0.3% | -6% | 5% | 1% | 11%
CCc1ccccc1NS(=O)(=O)Cc1ccccc1 | -2% | 0.2% | 9% | -3% | . | -3% | -1% | 3% | 2.0%
